# TcdB GH inh – blocks C. difficile toxin B glycohydrolase activity; P18177; TcdB glycohydrolase enzymatic assay, plate reader; inhibition, % at 9.99 µM; 350,000 tested, 0.24% active; in the data active = inhibition above about 10%
# Target sequence (P18177 whole entry, looked up): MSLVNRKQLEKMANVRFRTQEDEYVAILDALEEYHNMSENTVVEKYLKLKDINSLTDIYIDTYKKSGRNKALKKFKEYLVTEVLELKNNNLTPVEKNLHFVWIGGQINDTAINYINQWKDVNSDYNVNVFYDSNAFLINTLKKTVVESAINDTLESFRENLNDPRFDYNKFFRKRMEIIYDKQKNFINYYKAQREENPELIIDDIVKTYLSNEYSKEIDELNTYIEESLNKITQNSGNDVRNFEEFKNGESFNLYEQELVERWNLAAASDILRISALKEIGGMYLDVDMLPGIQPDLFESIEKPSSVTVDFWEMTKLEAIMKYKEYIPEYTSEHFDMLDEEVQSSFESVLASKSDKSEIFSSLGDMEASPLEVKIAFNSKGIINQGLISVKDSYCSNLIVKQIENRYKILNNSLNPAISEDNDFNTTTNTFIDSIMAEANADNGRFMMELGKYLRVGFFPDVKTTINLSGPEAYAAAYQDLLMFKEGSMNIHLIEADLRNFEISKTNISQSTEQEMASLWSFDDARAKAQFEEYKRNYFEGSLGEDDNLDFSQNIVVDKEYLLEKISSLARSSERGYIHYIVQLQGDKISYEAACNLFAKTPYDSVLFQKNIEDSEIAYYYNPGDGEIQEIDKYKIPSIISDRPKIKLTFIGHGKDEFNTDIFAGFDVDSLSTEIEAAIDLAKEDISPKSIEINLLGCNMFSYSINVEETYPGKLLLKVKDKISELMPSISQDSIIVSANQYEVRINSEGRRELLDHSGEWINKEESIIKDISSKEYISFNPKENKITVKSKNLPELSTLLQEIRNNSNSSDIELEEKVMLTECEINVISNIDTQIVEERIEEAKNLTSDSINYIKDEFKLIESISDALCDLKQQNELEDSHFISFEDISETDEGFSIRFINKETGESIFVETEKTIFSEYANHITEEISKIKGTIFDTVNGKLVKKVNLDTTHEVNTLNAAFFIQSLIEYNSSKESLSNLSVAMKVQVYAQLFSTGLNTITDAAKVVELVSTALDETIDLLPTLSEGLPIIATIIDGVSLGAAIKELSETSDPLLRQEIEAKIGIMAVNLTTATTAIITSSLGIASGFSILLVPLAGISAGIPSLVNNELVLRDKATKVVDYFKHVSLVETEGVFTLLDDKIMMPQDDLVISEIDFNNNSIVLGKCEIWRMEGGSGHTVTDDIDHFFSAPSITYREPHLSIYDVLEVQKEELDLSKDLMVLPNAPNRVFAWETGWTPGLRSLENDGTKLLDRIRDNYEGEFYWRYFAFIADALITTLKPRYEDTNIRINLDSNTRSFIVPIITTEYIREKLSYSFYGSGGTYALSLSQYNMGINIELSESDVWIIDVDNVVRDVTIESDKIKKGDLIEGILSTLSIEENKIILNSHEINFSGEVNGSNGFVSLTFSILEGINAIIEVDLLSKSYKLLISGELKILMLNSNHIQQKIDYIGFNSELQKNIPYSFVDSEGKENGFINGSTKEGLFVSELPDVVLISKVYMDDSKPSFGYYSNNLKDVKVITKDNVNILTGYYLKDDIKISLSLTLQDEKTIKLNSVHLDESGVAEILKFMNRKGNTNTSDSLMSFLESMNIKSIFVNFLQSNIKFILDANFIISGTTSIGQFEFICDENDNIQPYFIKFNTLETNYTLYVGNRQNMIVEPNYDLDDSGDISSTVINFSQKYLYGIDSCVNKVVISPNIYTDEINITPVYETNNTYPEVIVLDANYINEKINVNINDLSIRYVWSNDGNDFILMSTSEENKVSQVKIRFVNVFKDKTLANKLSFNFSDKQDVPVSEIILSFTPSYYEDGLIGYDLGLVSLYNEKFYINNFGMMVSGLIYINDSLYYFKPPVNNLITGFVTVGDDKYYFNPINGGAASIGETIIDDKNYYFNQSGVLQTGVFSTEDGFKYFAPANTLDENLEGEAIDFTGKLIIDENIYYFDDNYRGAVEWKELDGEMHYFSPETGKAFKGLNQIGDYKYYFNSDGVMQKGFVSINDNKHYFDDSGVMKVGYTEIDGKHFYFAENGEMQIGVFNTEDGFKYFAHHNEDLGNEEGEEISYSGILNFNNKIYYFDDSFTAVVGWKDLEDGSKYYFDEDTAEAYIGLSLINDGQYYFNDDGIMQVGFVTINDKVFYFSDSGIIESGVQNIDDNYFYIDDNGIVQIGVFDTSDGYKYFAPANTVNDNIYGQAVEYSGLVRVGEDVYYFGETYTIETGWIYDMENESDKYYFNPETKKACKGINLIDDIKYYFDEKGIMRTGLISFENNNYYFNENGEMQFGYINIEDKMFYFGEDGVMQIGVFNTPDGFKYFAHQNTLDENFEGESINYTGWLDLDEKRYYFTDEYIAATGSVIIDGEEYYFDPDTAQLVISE
# The depositor's hits bear a star; & = joins results of further samples. The list is partial; rates above refer to the full screens.
SMILES | TcdB GH inh
CCCN(C)C[C@@H]1OCCCC[C@H](C)Oc2ccc(NC(=O)C3CCCCC3)cc2C(=O)N([C@@H](C)CO)C[C@@H]1C | -6.3
C[C@H]1CN([C@@H](C)CO)S(=O)(=O)c2ccc(-c3cccnc3)cc2O[C@@H]1CN(C)C(=O)CN(C)C | -0.3
O=C(NCC[C@@H]1CC[C@H](NC(=O)C2CC2)[C@H](CO)O1)Nc1ccc(C(F)(F)F)cc1 | 0.6
C[C@@H]1CN([C@H](C)CO)C(=O)c2cc(NS(=O)(=O)c3cn(C)cn3)ccc2O[C@@H]1CN(C)C(=O)NC1CCCCC1 | -0.9
CO[C@@H]1CN(C)C(=O)c2ccc(NC(=O)C3CC3)cc2OC[C@H](C)N(C(=O)c2cnccn2)C[C@@H]1C | -2.3
COc1ccc(CN(C)C[C@@H]2Oc3ccc(NC(=O)Nc4ccccc4)cc3C(=O)N([C@H](C)CO)C[C@@H]2C)cc1 | -1.9
Cc1ccc(S(=O)(=O)N[C@H]2CC[C@H](CCn3cc(C4CCCC4)nn3)O[C@@H]2CO)cc1 | -13.8
COc1ccc(CN(C)C[C@@H]2Oc3ccc(NS(=O)(=O)c4ccc(OC)cc4)cc3C(=O)N([C@H](C)CO)C[C@@H]2C)cc1 | -1.0
CCC(=O)Nc1ccc2c(c1)C(=O)N(C)[C@@H]1CC[C@@H](CC(=O)NCCN3CCCCC3)O[C@@H]1CO2 | -1.7
C[C@@H]1CN([C@@H](C)CO)S(=O)(=O)c2ccc(C#Cc3ccccc3F)cc2O[C@H]1CN(C)C(=O)Cc1ccncc1 | 0.2

# Entries shown so far that contain nitrogen in an aromatic ring (5):
SMILES | TcdB GH inh
C[C@H]1CN([C@@H](C)CO)S(=O)(=O)c2ccc(-c3cccnc3)cc2O[C@@H]1CN(C)C(=O)CN(C)C | -0.3
C[C@@H]1CN([C@H](C)CO)C(=O)c2cc(NS(=O)(=O)c3cn(C)cn3)ccc2O[C@@H]1CN(C)C(=O)NC1CCCCC1 | -0.9
CO[C@@H]1CN(C)C(=O)c2ccc(NC(=O)C3CC3)cc2OC[C@H](C)N(C(=O)c2cnccn2)C[C@@H]1C | -2.3
Cc1ccc(S(=O)(=O)N[C@H]2CC[C@H](CCn3cc(C4CCCC4)nn3)O[C@@H]2CO)cc1 | -13.8
C[C@@H]1CN([C@@H](C)CO)S(=O)(=O)c2ccc(C#Cc3ccccc3F)cc2O[C@H]1CN(C)C(=O)Cc1ccncc1 | 0.2

# (cont.)
SMILES | TcdB GH inh
COc1ccc(-c2ccc(C3[C@@H]4CN(S(=O)(=O)c5cccc(C)c5)C[C@H]3N4)cc2)cc1 (stereo partly specified) | 0.1&0.6
CCCN1C[C@H](C)[C@H](OC)CN(C)C(=O)c2cc(NC(=O)c3ccno3)ccc2OC[C@H]1C | -1.8
CCC(=O)N(C)C[C@@H]1Oc2ncc(-c3cccc(OC)c3)cc2C(=O)N([C@H](C)CO)C[C@H]1C | 1.3
C[C@@H]1CN([C@H](C)CO)C(=O)c2cc(NC(=O)CCN3CCOCC3)ccc2O[C@@H]1CN(C)Cc1ccc(C(=O)Nc2ccccc2N)cc1 | -1.3
O=C(CC1CC1)N1CC(=O)N2[C@@H](CO)[C@@H](c3ccc(C#Cc4ccccc4)cc3)[C@@H]2C1 | 0.4
O=C(Nc1ccc2c(c1)[C@H]1C[C@@H](CC(=O)N3CCCCC3)O[C@H](CO)[C@H]1O2)C1CCOCC1 | -0.1
C[C@H]1CN([C@@H](C)CO)C(=O)c2cccc(NS(=O)(=O)c3cccs3)c2O[C@@H]1CN(C)C(=O)Nc1cccc2ccccc12 | 0.2
COc1ccc2c3c([nH]c2c1)[C@H](CO)N(C(=O)Nc1ccc(F)cc1)CC31CCN(S(=O)(=O)c2cccc(C)c2)CC1 | -0.3
Cc1cc(C(=O)Nc2ccc3c(c2)C(=O)N(C)[C@@H]2CC[C@@H](CC(=O)N[C@@H](C)c4ccccc4)O[C@@H]2CO3)no1 | -3.1
C[C@@H]1CN([C@@H](C)CO)C(=O)c2cc(NC(=O)c3ccncc3)ccc2O[C@@H]1CN(C)CC1CCCCC1 | 0.1

# A run of entries of the results above, for reference:
SMILES | TcdB GH inh
CCCN(C)C[C@@H]1OCCCC[C@H](C)Oc2ccc(NC(=O)C3CCCCC3)cc2C(=O)N([C@@H](C)CO)C[C@@H]1C | -6.3
C[C@H]1CN([C@@H](C)CO)S(=O)(=O)c2ccc(-c3cccnc3)cc2O[C@@H]1CN(C)C(=O)CN(C)C | -0.3
O=C(NCC[C@@H]1CC[C@H](NC(=O)C2CC2)[C@H](CO)O1)Nc1ccc(C(F)(F)F)cc1 | 0.6

# Additional entries
SMILES | TcdB GH inh
C/C=C/c1ccc([C@H]2[C@H](CO)N(C(=O)CC)[C@H]2CNC(=O)C2CC2)cc1 | -2.6
CO[C@@H]1CN(C)C(=O)c2cc(NS(=O)(=O)Cc3ccccc3)ccc2OC[C@@H](C)N(Cc2cccnc2)C[C@H]1C | -14.3
CC(C)C#Cc1ccc2c(c1)O[C@H](CN(C)C(=O)c1cnccn1)[C@@H](C)CN([C@H](C)CO)S2(=O)=O | 0.4
O=C(Nc1ccccc1F)N1CC(=O)N2[C@@H](CO)[C@@H](c3ccc(-c4cccnc4)cc3)[C@@H]2C1 | -0.1
C[C@@H]1CN([C@H](C)CO)C(=O)Cc2cc(NC(=O)Nc3ccc4c(c3)OCO4)ccc2O[C@@H]1CN(C)Cc1ccc2c(c1)OCO2 | 1.7
O=C(C1CC1)N1CC(=O)N2[C@H](CO)[C@H](c3ccc(C#Cc4cccc(F)c4)cc3)[C@@H]2C1 | 1.3
C[C@@H]1CCCCO[C@H](CN(C)Cc2ccccc2)[C@H](C)CN([C@@H](C)CO)C(=O)c2cc(NS(=O)(=O)c3ccc(Cl)cc3)ccc2O1 | -0.7
C[C@@H]1CN([C@@H](C)CO)C(=O)c2cc(C3=CCCC3)cnc2O[C@H]1CN(C)C(=O)c1ccccc1 | 0.1
C[C@@H]1CN([C@@H](C)CO)C(=O)Cc2cc(NC(=O)CCCCCC(=O)Nc3ccccc3N)ccc2O[C@@H]1CN(C)C(=O)Nc1ccccc1 | -0.6
C/C=C/c1cnc2c(c1)C(=O)N([C@H](C)CO)C[C@@H](C)[C@@H](CN(C)Cc1ccc(F)cc1)O2 | -1.4
C[C@@H]1CN([C@H](C)CO)C(=O)Cc2cc(NS(C)(=O)=O)ccc2O[C@H]1CN(C)Cc1ccc(-c2ccccc2)cc1 | 0.7
Cc1ccccc1-c1ccc([C@H]2[C@H](CO)N3CCCCN(C(=O)Nc4cccc(F)c4)C[C@@H]23)cc1 | -0.7
COc1ccc(CNC(=O)C[C@@H]2CC[C@H](NC(=O)c3cccc(F)c3)[C@@H](CO)O2)cc1 | 0.8
CN(C)c1ccc2c(c1)[C@H]1C[C@H](CC(=O)O)O[C@@H](CO)[C@H]1O2 | -60.3
COc1ccc(S(=O)(=O)N(C)C[C@H]2OCCCC[C@H](C)Oc3ccc(NC(=O)NC(C)C)cc3C(=O)N([C@@H](C)CO)C[C@H]2C)cc1 | 0.3
COc1ccc(CN2CC3(CN(C(C)=O)C3)c3c([nH]c4cc(OC)ccc34)[C@H]2CO)cc1 | -0.3
C[C@@H]1CCCCO[C@@H](CN(C)CC2CC2)[C@@H](C)CN([C@H](C)CO)C(=O)c2cc(NS(=O)(=O)c3ccccc3)ccc2O1 | 0.0
Cc1ccc(S(=O)(=O)N(C)C[C@H]2Oc3ncc(-c4ccncc4)cc3C(=O)N([C@@H](C)CO)C[C@H]2C)cc1 | -0.6
C[C@@H]1CCCCO[C@H](CN(C)Cc2ccc(Cl)c(Cl)c2)[C@@H](C)CN([C@H](C)CO)C(=O)c2cc(NS(=O)(=O)c3cccs3)ccc2O1 | -0.2
N#C[C@@H]1[C@@H](c2ccccc2-c2cccc(F)c2)[C@H](CO)N1C(=O)NC1CCCC1 | 1.9
C/C=C/c1ccc([C@H]2[C@@H](CO)N(C(=O)CN(C)C)C23CN(C(=O)C2CCCC2)C3)cc1 | 0.8
CC(C)NC(=O)N(C)C[C@@H]1OCCCC[C@@H](C)Oc2ccc(NC(=O)c3ccncc3)cc2C(=O)N([C@H](C)CO)C[C@@H]1C | -0.5
O=C1CN(S(=O)(=O)c2ccccc2)C[C@H]2[C@H](c3ccc(C4=CCCC4)cc3)[C@@H](CO)N12 | 0.3
N#C[C@@H]1[C@@H](c2ccccc2-c2ccc(F)cc2)[C@H](CO)N1c1ncc(-c2ccccc2)s1 | 1.0
COc1ccccc1S(=O)(=O)N[C@@H]1CC[C@@H](CCNC(=O)C2CCCCC2)O[C@H]1CO | 1.1
Cc1ccc(S(=O)(=O)Nc2ccc3c(c2)C(=O)N([C@H](C)CO)C[C@H](C)[C@@H](CN(C)CC2CC2)OCCCC[C@@H](C)O3)cc1 | -1.0
Cc1noc(C)c1NC(=O)Nc1ccc2c(c1)C(=O)N([C@H](C)CO)C[C@@H](C)[C@H](CN(C)S(=O)(=O)c1ccc(Cl)cc1)OCCCC[C@@H](C)O2 | 1.3
C[C@H]1CN([C@@H](C)CO)C(=O)c2cc(NC(=O)CCCN(C)C)ccc2O[C@H]1CN(C)C(=O)Nc1ccc2c(c1)OCO2 | 0.8
O=C(C[C@@H]1C[C@@H]2c3cc(NS(=O)(=O)c4ccc(F)cc4)ccc3O[C@@H]2[C@@H](CO)O1)N1CCOCC1 | 0.2
C[C@@H]1CN([C@H](C)CO)C(=O)c2cc(NC(=O)Nc3cccc4ccccc34)ccc2O[C@@H]1CN(C)Cc1ccncc1 | 0.1
C[C@H](CO)N1C[C@H](C)[C@H](CN(C)CC2CCCCC2)Oc2c(NS(=O)(=O)c3cccs3)cccc2C1=O | 0.9
COc1ccc2c3c([nH]c2c1)[C@@H](CO)N(C(=O)c1ccncc1)CC31CN(C(=O)C2CCC2)C1 | 0.7
C[C@H]1CN([C@@H](C)CO)C(=O)c2cc(-c3ccc(C#N)cc3)cnc2O[C@H]1CN(C)C(=O)CN(C)C | -2.9
Cc1ccc(S(=O)(=O)NCC[C@H]2CC[C@H](NC(=O)Nc3ccccc3F)[C@H](CO)O2)cc1 | 2.2
Cc1ccc(S(=O)(=O)N(C)C[C@H]2Oc3ccc(NC(=O)Cc4cn(C)c5ccccc45)cc3C(=O)N([C@H](C)CO)C[C@H]2C)cc1 | 0.4
COc1ccc(NC(=O)N(C)C[C@@H]2Oc3ccc(NS(=O)(=O)c4ccccc4)cc3C(=O)N([C@@H](C)CO)C[C@@H]2C)cc1 | 0.6
CNC[C@@H]1Oc2ccc(NC(=O)Nc3ccc(F)cc3)cc2C(=O)N([C@@H](C)CO)C[C@H]1C | -0.6
Cc1ccc(S(=O)(=O)Nc2ccc3c(c2)C(=O)N([C@H](C)CO)C[C@H](C)[C@H](CN(C)S(=O)(=O)c2ccc(F)cc2)OCCCC[C@@H](C)O3)cc1 | -1.1
C[C@H]1CCCCO[C@H](CN(C)Cc2ccc(C(F)(F)F)cc2)[C@@H](C)CN([C@@H](C)CO)C(=O)c2cc(NS(=O)(=O)c3ccccc3)ccc2O1 | 0.6
Cc1noc(C)c1S(=O)(=O)N(C)C[C@H]1Oc2ccc(NS(=O)(=O)c3cccs3)cc2CC(=O)N([C@H](C)CO)C[C@H]1C | 1.5
C[C@H]1CN([C@@H](C)CO)C(=O)c2cc(NC(=O)Nc3ccc4c(c3)OCO4)ccc2O[C@@H]1CN(C)S(=O)(=O)c1cn(C)cn1 | -0.3
COC(=O)C[C@H]1CC[C@@H]2[C@H](COc3ccc(NC(=O)C4CC4)cc3C(=O)N2C)O1 | -0.5
Cc1cc(C(=O)Nc2cccc3c2O[C@@H](CN(C)Cc2ccc(C(=O)Nc4ccccc4N)cc2)[C@H](C)CN([C@@H](C)CO)C3=O)n(C)n1 | -0.9
COc1ccc(C#Cc2ccc3c(c2)[C@@H]2[C@@H](CCN2C(=O)c2ccccn2)[C@@H](CO)N3)cc1 | -1.4
CN(C)CC(=O)N1[C@@H](CO)[C@H](c2ccccc2)C12CN(C(=O)c1cccc(F)c1)C2 | -0.6
C/C=C/c1cnc2c(c1)C(=O)N([C@@H](C)CO)C[C@H](C)[C@@H](CN(C)S(=O)(=O)c1cccs1)O2 | 1.0
O=C(C[C@@H]1C[C@H]2c3cc(NC(=O)c4cccnc4)ccc3O[C@H]2[C@@H](CO)O1)NCCN1CCCCC1 | -4.2
Cc1noc(C)c1NC(=O)N(C)C[C@H]1Oc2ccc(NC(=O)C3CCCCC3)cc2C(=O)N([C@@H](C)CO)C[C@@H]1C | -3.6
CO[C@@H]1CN(C)C(=O)c2ccc(NC(=O)c3cc(C)on3)cc2OC[C@@H](C)N(CC2CC2)C[C@H]1C | -0.3
COc1ccc2c3c(n(C)c2c1)[C@H](CO)N(Cc1ccc2c(c1)OCO2)CC31CCN(C(C)=O)CC1 | -2.1

# Other compounds.
SMILES | TcdB GH inh
C[C@@H]1CN([C@H](C)CO)C(=O)c2cc(C#CC3CC3)cnc2O[C@@H]1CN(C)Cc1ccncc1 | -0.2
CCNC(=O)Nc1ccc2c(c1)C(=O)N(C)[C@@H]1CC[C@@H](CC(=O)N[C@@H](C)c3ccccc3)O[C@H]1CO2 | -0.9
N#C[C@@H]1[C@@H](c2ccccc2)[C@@H](CO)N1C(=O)c1cc(Cl)cc(Cl)c1 | 1.0
CO[C@@H]1CN(C)C(=O)c2ccc(NC(=O)c3ccc(Oc4ccccc4)cc3)cc2OC[C@@H](C)NC[C@H]1C | 1.5
C[C@@H]1CN([C@H](C)CO)C(=O)CCCn2nncc2CO[C@@H]1CN(C)Cc1cccc2c1OCCCO2 | 0.3
N#C[C@@H]1[C@@H](c2ccc(-c3cccc(F)c3)cc2)[C@@H](CO)N1C(=O)c1cccnc1 | -0.8
OC[C@H]1[C@H](c2ccc(-c3ccccc3F)cc2)[C@@H]2CN(Cc3cncnc3)CCCCN12 | -3.0
C[C@@H]1CN([C@H](C)CO)C(=O)c2cc(NS(=O)(=O)c3cccs3)ccc2O[C@@H](C)CCCCO[C@H]1CN(C)C(=O)C1CCCCC1 | -0.7
CC(C)NC(=O)N1[C@@H](CO)[C@@H]2c3ccccc3N(C(=O)Nc3ccccc3)C[C@@H]21 | 1.5
Cc1noc(C)c1S(=O)(=O)Nc1ccc2c(c1)C(=O)N([C@@H](C)CO)C[C@H](C)[C@@H](CN(C)C(=O)Nc1ccc3c(c1)OCO3)OCCCC[C@@H](C)O2 | -0.3

# Screening data deposited in PubChem by Broad Institute.
